High-throughput results deposited in PubChem BioAssay by National Center for Advancing Translational Sciences (NCATS).
p53ts 32C tox: cytotoxicity in p53ts cells at permissive temperature; H1299-p53A138V at 32C, ATP luminescence viability, 24 h; Potency, µM (titrated, usually from 46.1 µM), for inactives: top-dose activity change, negative = cytotoxicity, hits mostly cytotoxic; hit rate 0.93% among 130,000; AID 924;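 also: 0% = DMSO and -100% = full killing by reference compound; nearly all actives have a fitted effect of over 55% in size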
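Cells: H1299 p53ts (A138V), 600/well, pre-incubated 16–30 h at 37C. Cpd up to 46 uM, 24 h, 32C. Readout: ATPlite luminescence, 20 min RT. Normalization: DMSO vs tamoxifen 100 uM. AC50 by Hill equation.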
Peg3 imprint: genomic imprint erasure induction; mouse ES Peg3-LacZ reporter, beta-gal luminescence, 40 h; Potency, µM (doses to about 60.7 µM), for the others: at the top dose activity change, positive = activation, usual class: activators; hit rate 0.02% among 110,000; AID 1948;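 also: 0% = negative control wells on the plate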
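Each well holds 300 Peg3LacZ-Neo (maternal) female ES cells incubated 40 h at 37C, 5% CO2. LacZ is measured by BetaGlo luminescence, with AC50 and maximum efficacy derived from dose-response curves.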
IkB sig inh: IkB pathway inhibition in ABC-DLBCL cells; ABC-DLBCL IkBa-CBG/CBR dual luciferase ratio, 4 h; response scale: scaled: untreated 0%, proteasome inhibitor 100%; Potency, µM (doses to about 57.1 µM), inactives show at the top dose IkBa stabilization activation; hit rate 0.04% among 110,000; AID 445; active = well fitted curve in the direction sought with a large enough effect in the signal ratio, not every such curve was filed as active; inconclusive = small, poorly fitted or top-dose-only effect, or a change in a side signal; the % refers to the signal ratio;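 also: the direction sought is a rising ratio; 0% = basal untreated cells and 100% = reference inhibitor full response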
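In this assay, an IκBα–CBG68 fusion accumulates when IKK-driven degradation is blocked; native CBR normalizes for cell number. OCI-Ly3 cells were treated 4 h with compound and doxycycline, then green and red light read after Chroma-Glo addition.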
p53ts 39C kill: cytotoxicity in p53ts cells at nonpermissive temperature; H1299-p53A138V viability at 39C, ATP luminescence, 24 h; Potency, µM (doses to about 46.1 µM), without a hit: at the highest dose activity change, negative = cell killing, usual class: cytotoxic; hit rate 1.5% among 130,000; AID 902; also: nearly all actives have a fitted effect of over 55% in size
An asterisk follows results filed as active; ? = inconclusive; nt = not tested or not shown; [ ] = another dose, or the depositor's remark. Unless noted, calls follow the shape of the dose curve; as a rule, active = well fitted curve in the direction sought with a large enough effect; inconclusive = small, poorly fitted or top-dose-only effect, or another doubt; inactive = no such curve, though single readings can be large; an effect the other way counts as inactive or inconclusive. Unless noted, % is scaled to controls: 0 for no effect and ±100 for the full control effect; potency is read from the fitted curve at half-maximal effect.

| compound | p53ts 32C tox | Peg3 imprint | IkB sig inh | p53ts 39C kill |
| --- | --- | --- | --- | --- |
| C[C@@H](C(=O)Nc1ccc2ccccc2c1)[C@@H]1C[C@@]1(C)[C@@H](NC(=O)c1cnccn1)c1ccccc1 | 21% | -13% | nt | -3% |
| CCOc1ccc(NC(=O)CSc2nnc(NC(=O)Nc3ccccc3)s2)cc1 | 11% | -29%[10.9 µM] | -1.2% | -4% |
| CCc1ccc2nc(SCC(=O)N3CC(=O)Nc4ccccc43)c(C#N)cc2c1 | 10% | nt | nt | 8% |
| CC1=C(c2ccc(C)cc2)S(=O)(=O)N(Cc2ccc(C(=O)Nc3ccc(F)cc3C)cc2)C1=O | 14% | -30%[inhibitor][10.9 µM] | -4.0% | 11% |
| COC(=O)c1cn(NC(=O)c2cnccn2)c(=O)c2ccccc12 | 3% | -25% | 4.5% | ? |
| Cc1ccc(S(=O)(=O)N2CCCCC2)cc1C(=O)Nc1ncn[nH]1 | -5% | -5% | 0.6% | -1% |
| COc1ncc2nc(CCc3ccccc3)c(=O)n(CCc3ccccc3)c2n1 | 2% | -11% | -2.1%[11.4 µM] | -8% |
| COc1ccc(N2CCN(S(=O)(=O)c3ccc(-c4ccno4)cc3OC)CC2)cc1 | -2% | -7%[10.9 µM] | -0.2% | -14% |
| Cc1ccc(NC(=O)CCNS(=O)(=O)c2ccc3c(c2)oc(=O)n3C)cc1C | 3% | 1% | -1.2% | -2% |
| COc1ccc(OC)c(NC(=O)c2cc3sccc3n2C)c1 | 1% | -9% | 5.9% | -13% |
| Cc1c(C(=O)NCc2ccccc2)sc2nc3n(c(=O)c12)CCC3 | -3% | -12%[10.9 µM] | -1.0% | ? |
| O=C(Nc1cccnc1)Nc1ccccn1 | -7% | -18% | 2.7% | -12% |
| CCOC(=O)CSc1nc2ccccc2c(=O)n1CCc1ccc(OC)c(OC)c1 | 2% | -11%[10.9 µM] | ? | -26% |
| Cc1ccc2c(c1)cc(C(=O)Nc1ccccc1C)n2C | 2% | -26%[10.9 µM] | ? | -2% |
| Cc1ccc(NC(=O)c2c(C(=O)Nc3ccccc3)sc3nc(C)cc(=O)n23)c(C)c1 | -7% | -4%[10.9 µM] | -0.8% | ? |
| COc1ccc([N+](=O)[O-])cc1NC(c1nnc(-c2ccccc2)o1)c1ccccc1F (stereo not drawn) | 2% | -5%[10.9 µM] | -1.8% | -17% |
| CC(C)S(=O)(=O)c1oc(-c2ccc(F)cc2)nc1S(=O)(=O)c1ccc(F)cc1 | 5µM* | -38%[inhibitor][10.9 µM] | ? | 3.2µM* |
| O=C(Cn1nc(C(F)F)cc1C1CC1)NCCC1=CCCCC1 | 5% | -4% | 1.7% | 1% |
| COc1ccc(-n2cc3c(c2-c2cccc(Br)c2)c(=O)n(C)c(=O)n3C)cc1OC | 5% | 8%[10.9 µM] | ? | 3% |
| CCOC(=O)C1CCN(C2CC(=O)N(c3cccc(Cl)c3)C2=O)CC1 (stereo not drawn) | -3% | nt | nt | -4% |
| N#Cc1cnn(-c2ccccc2)c1N | -3% | -5% | -1.3% | 8% |
| O=C1c2oc3ccccc3c(=O)c2C(c2cccc(O)c2)N1c1nncs1 (stereo not drawn) | -2% | 1%[10.9 µM] | 2.1% | 7% |
| O=C1CCC(C(=O)NCc2cccnc2)N1 (stereo not drawn) | 2% | nt | nt | 15% |
| Cc1ccc(NC(=O)CCCc2nc(-c3ccco3)no2)cc1Cl | 5% | -11%[10.9 µM] | ? | 11% |
| CCN(CCCNC(=O)c1cc2c(=O)n(C)c3ccccc3c2s1)Cc1ccccc1 | 1% | -7%[10.9 µM] | ? | 13µM* |
| COc1ccc(NC(=O)CN2C(=O)CCn3nc(-c4cccn4C)cc32)cc1Cl | -6% | -5%[10.9 µM] | -0.8% | -16% |
| Cn1cccc1C(=O)N1CCC2(CCCN(C(c3ccccc3)c3ccccc3)C2)CC1 | -12% | nt | 1.1%[11.4 µM] | -20% |
| CCNC(=O)c1ccc2nc(CCc3ccccc3)oc2c1 | -5% | -8%[10.9 µM] | -0.4% | -18% |
| COCCN(C(=O)COc1ccccc1)c1nnc(-c2cccnc2)s1 | 3% | 13% | 0.5% | 6% |
| CCCCCCCCNC(C)C(O)c1ccc(SC(C)C)cc1 (stereo not drawn) | ? | -48%[inhibitor] | nt | 20µM* |
| CS(=O)(=O)Nc1ccc(C(=O)N2CCCCC2)cc1 | -5% | -10% | -0.5% | 12% |
| Cc1cccc(OCCCC(=O)Nc2nccs2)c1 | -29% | -21% | ? | -16% |
| O=S(=O)(c1cccc(S(=O)(=O)N2CCC(Cc3ccccc3)CC2)c1)N1CCOCC1 | 10% | -32%[inhibitor] | 2.0% | -5% |
| Cc1ccccc1C(=O)Nc1cccc(N)c1 | -1% | -19% | 5.2% | 2% |
| CCN1CCN(C(c2cccs2)C(C)NC(=O)C(C)C)CC1 (stereo not drawn) | -2% | -6% | 3.1% | -5% |
| O=C(N/C(=C/c1cccs1)C(=O)N1CCCCCC1)c1ccccc1 | -6% | nt | nt | 10% |
| O=C(C1CCN(S(=O)(=O)c2cccc3cccnc23)CC1)N1CCN(c2ccc(Cl)cc2)CC1 | -1% | -30%[inhibitor] | ? | -11% |
| O=C1CCc2cc(S(=O)(=O)NC(Cc3ccccc3)C(=O)NCC3CCCO3)ccc2N1 (stereo not drawn) | 3% | -5% | -0.9% | -4% |
| Cc1cc(/C=N/n2cnnc2)c(C)n1-c1cccc(Cl)c1 | 9% | -14% | 1.4% | 3% |
| CC1(C)CC(=O)CC(=NCC(=O)O)C1 | -2% | 0% | 0.2% | 8% |
| CCc1nnc2c3ccccc3nc(Nc3ccc(C(C)=O)cc3)n12 | -5% | 5%[10.9 µM] | 0.5% | 6% |
| CCOC(=O)N1CCC(NC(=O)c2ccc3c(c2)N(Cc2ccc(F)cc2)C(=O)c2ccccc2S3=O)CC1 (stereo not drawn) | 25% | -7%[10.9 µM] | ? | -18% |
| Cc1cc(C(=O)N2CCCc3ccccc32)no1 | 0% | -13% | 5.1% | 0% |
| CCOC(=O)c1oc2ccc(S(=O)(=O)n3nc(-c4cc(OC)cc(OC)c4)cc3N)cc2c1C | 8% | -23%[10.9 µM] | ? | -4% |
| CC(C)Oc1ccc(C2CC(=O)N(c3ccc(N(C)C)cc3)C2=O)cc1 (stereo not drawn) | 15% | nt | nt | -15% |
| Cc1ccc(C)c(N2CCN(C(=O)CCNS(=O)(=O)c3ccc4c(c3)CCN4C(=O)C3CC3)CC2)c1 | -12% | -7%[10.9 µM] | ? | -19% |
| COc1ccccc1N1CCN(C(=O)CSc2ncccc2-c2nc3ccccc3[nH]2)CC1 | -29% | -39%[inhibitor] | ? | -19% |
| COc1ccc(Cn2nnnc2C(c2ccc(N(C)C)cc2)N2CCC(C)CC2)cc1 (stereo not drawn) | -3% | -5% | 1.3% | -7% |
| CC(C)c1cc(=O)oc2c3c4c(cc12)CCCN4CCC3 | -8% | -14% | ? | -7% |
| CC(NC(=O)c1cccc(C(F)(F)F)c1)C1CCCO1 (stereo not drawn) | 1% | -15% | 4.1% | 7% |

Additional compounds follow:
| compound | p53ts 32C tox | Peg3 imprint | IkB sig inh | p53ts 39C kill |
| --- | --- | --- | --- | --- |
| O=C(Nc1cccc(F)c1)N1CC2(CCN(C(=O)c3cnccn3)CC2)C1 | -6% | nt | 2.0%[11.4 µM] | 1% |
| CC(C)NC(=O)CN1CCN(c2ncccn2)CC1 | 1% | -3% | -0.2% | -2% |
| O=C(c1cccc(Cl)c1)n1nc(-c2cccnc2)nc1NCc1ccccc1 | 11% | -4%[10.9 µM] | ? | 7% |
| CCCCn1c(SCC(=O)Nc2cc(C)on2)nc2ccccc2c1=O | -7% | -6% | 0.8% | -9% |
| O=C(O)c1[nH]c2ccccc2c1CC(=O)N1CCOCC1 | -2% | 7% | -0.3% | -8% |
| Cc1ccn2c(C(=O)N/N=C/c3ccc(CNC(=O)C(=O)Nc4ccc(C)c(C)c4)o3)c(C)nc2c1 | -10% | nt | nt | 1% |
| C=CCn1c(-c2ccc(OC)c(OC)c2)cs/c1=N\c1ccccn1 | -1% | -32%[inhibitor] | ? | -13% |
| Oc1ccccc1-c1nc(/C=C/c2ccc(F)cc2)nn1-c1ccccc1 | -7% | -6%[10.9 µM] | ? | -14% |
| O=c1cnc2cnc(N3CCNCC3)nc2n1Cc1ccc(F)cc1 | 4% | -38%[inhibitor] | 2.4%[11.4 µM] | 3% |
| OCCOCCn1c(-c2ccccc2)nc(=S)c2c1CCCC2 | 1% | 0% | 8.7% | -2% |
| Cc1ccc(NC(=O)c2cccc(N3CCCS3(=O)=O)c2)cc1 | ? | 2%[10.9 µM] | ? | ? |
| N#Cc1ccccc1OCC(=O)Nc1c(C(=O)C2CC2)oc2ccccc12 | -6% | -8% | 2.6% | -14% |
| COc1ccc(N2C(=O)CC(NC34CC5CC(CC(C5)C3)C4)C2=O)c(OC)c1 (stereo not drawn) | -1% | -6% | 12% | 11% |
| CCCCc1ccc(Nc2ncnc3nc[nH]c23)cc1 | -5% | -11% | 1.5% | -6% |
| COc1cccc2c1cc1c(=O)n(CC(=O)N3CCCCC3)nc(C)n12 | -2% | -11%[10.9 µM] | -1.5% | 2% |
| CSc1ccc(CCNC(=O)c2cc3cc4cc(C)ccc4nc3s2)cc1 | -5% | -10%[10.9 µM] | -1.6% | 35%[activator] |
| CCOc1ccccc1-n1c(SCC(=O)N(C(C)C)C(C)C)nnc1-c1cccnc1 | 8% | -11% | ? | -19% |
| Cc1n[nH]c(C)c1-c1nc2ccccc2[nH]1 | 1% | -10% | 2.5% | -1% |
| O=C(Oc1cc(OC(=O)c2ccccc2)c2c(c1)OC(c1ccc(OC(=O)c3ccccc3)c(OC(=O)c3ccccc3)c1)[C@@H](OC(=O)c1ccccc1)C2)c1ccccc1 (stereo partly drawn) | 8% | 8% | nt | 14% |
| CC(C)=CC1C(C(=O)Nc2ccc(Br)cn2)C1(C)C (stereo not drawn) | 5% | 1% | 1.0% | 17% |
| C=C(C)COc1ccc2c(C)c(CC(=O)OC)c(=O)oc2c1C | -24% | -25% | 1.3% | -10% |
| O=C(NCc1ccccc1)c1ccc2c(c1)nc1n2CCCCC1 | ? | -14%[10.9 µM] | ? | ? |
| CC(C)N(Cc1ccccc1)S(=O)(=O)N(C)C | 10% | -2% | -0.3% | 11% |
| Cc1cc(Nc2ccc(C)c(F)c2)n2ncnc2n1 | 3% | -3% | 0.1% | -8% |
| CCC(C)(C)n1nnnc1CN1CCSCC1 | 5% | nt | 2.7% | -3% |
| CCCCc1nn2c(=O)cc(COC(=O)CNC(=O)c3ccccc3C)nc2s1 | 22% | -2%[10.9 µM] | -5.2% | -3% |
| CN(CCCNC(=O)Cn1cc2c(n1)CCCC2)C1CCCCC1 | 11% | -51%[inhibitor] | -1.4% | 7% |
| O=C(CSc1nnc(Cc2ccccc2)n1-c1ccccc1)N1CCOCC1 | 6% | -10% | 0.2% | -6% |
| Cc1ccc(Cl)cc1N1CCN(C(=O)Cn2cnc3sc(C)c(S(=O)(=O)N4CCC(C)CC4)c3c2=O)CC1 | 10% | -21%[10.9 µM] | ? | ? |
| O=C(CSc1nnc(-c2ccncc2)n1-c1ccc(F)cc1)NC(=O)NCc1ccco1 | 3% | -10% | 4.6% | 6% |
| CCOc1ccccc1NC(=O)CCC(=O)O | -8% | -3% | -0.1% | -11% |
| Cc1ccc(C)c(NC(=O)C2CCN(S(=O)(=O)c3c(C)noc3/C=C/c3cccs3)CC2)c1 | 2% | -9%[10.9 µM] | -2.7% | 16% |
| COc1ccc(OCC(=O)N2CCN(C(=O)c3ccc(OC)c(OC)c3)CC2)cc1 | -22% | 20%[10.9 µM] | -1.4% | -29% |
| CCSc1ncc(Cl)c(C(=O)Nc2ccc(S(=O)(=O)Nc3onc(C)c3C)cc2)n1 | -12% | 4% | 4.4% | 9% |
| Cc1ccc(NC(=O)Cc2coc3ccc(C(C)C)cc23)cc1Cl | -5% | -6%[10.9 µM] | 0.8% | ? |
| COC(=O)NCCOc1cc(C)ccc1C | 1% | -10% | -2.7% | 16% |
| O=C(Oc1cc(=O)oc2ccccc12)c1ccco1 | ? | -9% | ? | 6% |

Reformatted with values under each structure: two of the compounds above.
Each structure is followed by: p53ts 32C tox	Peg3 imprint	IkB sig inh	p53ts 39C kill
> O=C(CSc1nnc(-c2ccncc2)n1-c1ccc(F)cc1)NC(=O)NCc1ccco1
  3%	-10%	4.6%	6%
> CCOc1ccccc1NC(=O)CCC(=O)O
  -8%	-3%	-0.1%	-11%
